Screening results from PubChem.
tolC growth inh – blocks growth of E. coli BW25113 tolC mutant | AID 573 | OD615 | 65,000 tested, 2.2% active | growth inhibition, % at 10 µM (by protocol);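 active = growth inhibition at or above a cutoff equal to the mean over every tested compound plus 3 SD, cut at about 60% in these data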;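 note: growth measured after 20 h incubation at 37 °C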
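Test system: tolC-deleted E. coli BW25113 | Medium: LB with kanamycin 50 µg/mL | Compound dosing: Single concentration, 10 µM final per compound | Schedule: 37 °C, 20 h exposure | Measured by: OD at 615 nm | Evaluation: Percent growth inhibition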
M1 antag – M1 muscarinic receptor (rat) antagonism; B-score at 10 µM; CHO-M1 cells, Fluo-4 calcium, ACh EC80 antagonist mode; stronger effect = lower value; P08482; 64,000 tested, 3.4% active; AID 628;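 active = calcium fluorescence response, raw or row-and-column corrected B-score, differing from the plate sample mean either way at a set confidence level, mostly lower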
Target sequence (P08482 whole entry, looked up): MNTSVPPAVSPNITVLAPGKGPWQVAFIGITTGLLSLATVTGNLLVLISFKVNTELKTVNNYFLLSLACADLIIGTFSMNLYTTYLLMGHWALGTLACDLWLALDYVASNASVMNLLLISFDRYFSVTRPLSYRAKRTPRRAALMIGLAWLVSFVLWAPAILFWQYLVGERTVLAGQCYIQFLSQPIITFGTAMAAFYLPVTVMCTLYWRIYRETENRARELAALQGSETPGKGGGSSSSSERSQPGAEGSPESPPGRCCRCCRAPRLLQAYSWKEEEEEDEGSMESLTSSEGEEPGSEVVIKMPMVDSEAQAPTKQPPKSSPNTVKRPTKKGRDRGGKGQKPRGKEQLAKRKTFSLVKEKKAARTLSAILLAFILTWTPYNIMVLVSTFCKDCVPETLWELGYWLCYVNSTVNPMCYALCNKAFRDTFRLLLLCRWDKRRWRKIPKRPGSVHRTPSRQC
Jurkat viability – reduces viability or proliferation of Jurkat cells. Jurkat E6.1 viability, ATP luminescence, 48 h. 56,000 tested, 1.2% active. AID 463. inhibition, % at 4 µM;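 active = inhibition above the mean inhibition of all tested compounds plus 3 SD, cut at about 28% in these data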
M1 agonist – activates the M1 muscarinic receptor. CHO-M1 cells, Fluo-4 calcium fluorescence, agonist mode; stronger effect = higher value. B-score at 10 µM. 64,000 tested, 3% active;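 active = fluorescence rise, raw or as B-score row- and column-corrected plate score, outside the 99.7% band of its plate's samples, either direction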
D1 mod – allosterically modulates the human D1 dopamine receptor; P21728; HEK293 D1, CRE-luciferase, dopamine EC30 potentiation; actives deviate in either direction; B-score at 10 µM; 58,000 tested, 5.9% active; AID 641;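 active = luminescence count or its row- and column-corrected plate score outside the 99.7% band of the plate's sample wells, on either side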
Target sequence (P21728 whole entry, looked up): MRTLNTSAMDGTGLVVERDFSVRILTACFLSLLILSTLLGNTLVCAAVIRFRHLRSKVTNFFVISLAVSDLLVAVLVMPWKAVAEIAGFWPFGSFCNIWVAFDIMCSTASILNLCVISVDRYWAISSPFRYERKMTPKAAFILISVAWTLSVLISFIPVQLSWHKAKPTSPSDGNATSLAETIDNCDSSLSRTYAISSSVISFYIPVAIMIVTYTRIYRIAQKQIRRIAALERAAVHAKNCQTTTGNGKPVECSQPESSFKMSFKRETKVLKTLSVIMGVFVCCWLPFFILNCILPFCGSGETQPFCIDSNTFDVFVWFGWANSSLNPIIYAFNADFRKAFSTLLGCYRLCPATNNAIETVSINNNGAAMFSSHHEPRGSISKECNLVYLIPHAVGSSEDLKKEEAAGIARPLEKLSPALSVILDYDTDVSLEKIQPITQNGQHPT
SF1 activator – SF-1 (human) activation. 65,000 tested, 1.9% active. CHO-K1 Gal4-SF-1 LBD luciferase reporter; % increase over DMSO SF-1-specific signal. activation, % at 10 µM;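 active = activation above the mean activation of all tested compounds plus 3 SD, cut at about 50% in these data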
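Assay system – CHO-K1 cells with Gal4–hSF-1 LBD chimera plus Gal4-driven luciferase · Quantity – 4,000 cells per well · Times – compound added 1 h post-seeding, 20 h exposure at 37 °C, 5% CO2 · Measured by – luciferase light emission · Benchmarks – DMSO and mock-transfected background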
TNAP act DEA – human TNAP activation, intermediate phosphate acceptor; activation factor at 20 µM; AID 813; 64,000 tested, under 10 active; purified TNAP, CDP-star luminescence, 100 mM DEA, 30 min; stronger effect = higher value; scale: 0 levamisole-inhibited, 1 vehicle-only enzyme; P05186;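 active = activation factor of at least 2 at 20 µM, relative to controls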
NADH enzymes – inhibition of NAD/NADH coupling enzymes, library profiling. 65,000 tested, 0.02% active. IC50, µM (doses to about 10 µM), inactives show at the top dose inhibition. coupled PK/LDH NADH assays, four targets. AID 774;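 active = single-dose screening hits from any of four coupled enzyme assays that gave an IC50 when retested across doses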;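 note: the DPM-DC format reads NADH fluorescence rather than 340 nm absorbance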
HEK293 NFkB inh – lowers PMA/ionomycin-induced NF-kB signal in HEK293 cells; HEK-293 NF-kB luciferase reporter, luminescence; inhibition, % at 3 µM; 62,000 tested, 0.21% active; AID 465;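 active = inhibition above the mean of all tested compounds plus 3 SD, cut at about 40% in these data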;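 note: 0% = stimulated DMSO wells and 100% = 10 µM reference inhibitor 5653914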
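Reagent: PMA plus ionomycin mix as NF-kB-activating stimulus. Assay system: NF-kB luciferase reporter HEK-293 cells. Technique: luminescence from luciferase substrate reagent. Incubation: 1 h compound pre-incubation, 16 h PMA/ionomycin at 37 °C. Benchmarks: DMSO only as uninhibited control, 10 µM reference inhibitor as full inhibition. Repeats: tested once.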
The depositor's hits bear a star; nt = not tested or not shown; [ ] = remark or other dose. Random draw from the library; about 15% have a hit in one of these screens.

SMILES | tolC growth inh | M1 antag | Jurkat viability | M1 agonist | D1 mod | SF1 activator | TNAP act DEA | NADH enzymes | HEK293 NFkB inh
CN(C)c1nc(N)nc(Cn2ccnc2)n1 | 2.5 | 0.13 | -6.2 | 0.793 | 0.728 | 0.3 | 0.9 | 1.0% | 4.3
O=C(CCCN=C1NS(=O)(=O)c2ccccc21)OCC(=O)N1CCc2ccccc21 | -5.6 | 0.0773 | 2.1 | -0.199 | -0.669 | 14.5 | 1 | 5.0% | 7.8
N=c1c2c(n(Cc3ccc(Cl)cc3)c3c1CCC3)CCC2 | 19.9 | -0.989 | 88.4* | -0.551 | -3.47 | 18.8 | 1 | 1.0% | 22.3
O=C(c1cc(-c2ccco2)on1)N1CCc2ccccc2C1 | 5.2 | -0.643 | -11.0 | -0.845 | -0.878 | -1.0 | 0.9 | 5.0% | 12.7
CCn1c(=O)cc(OCC(=O)Nc2ccccc2N2CCN(C)CC2)c2ccccc21 | -8.5 | -1.97 | 0.1 | -0.0406 | -0.896 | 2.0 | 0.9 | 4.0% | 15.3
CC(C)N1C(=O)CCC1C(=O)N1CCN(c2ccccn2)CC1 (configuration not stated) | -14.5 | -0.0121 | 0.0 | -0.159 | -0.0882 | 11.6 | 0.5 | 6.0% | 11.2
Cc1ccc(S(=O)(=O)N2CCCC2C(=O)Nc2cc(C)on2)cc1 (configuration not stated) | -4.3 | 1.53 | -2.3 | -0.333 | -0.279 | 3.9 | 0.9 | 6.0% | 6.2
Cc1cc(=O)oc2c(CN3CCC(C)CC3)c(O)c(Cl)cc12 | 3.5 | 0.82 | nt | 3.74 | nt | 9.8 | 0.9 | 4.0%[fluoresces] | nt
Cc1nc2c(C(=O)NCCC3=CCCCC3)c[nH]n2c(=O)c1Cl | 79.1* | -0.00818 | nt | -0.0696 | 0.936 | -0.4 | 0.9 | 8.0% | 14.8
CCOc1cccc(Oc2ccc(C(F)(F)F)cn2)c1 | -1.9 | -1.61 | 6.5 | 0.0181 | -0.688 | -6.8 | 1 | 2.0% | 19.4
Cc1ccc(C(=O)C(NC(=O)c2ccco2)N2CCOCC2)cc1 (configuration not stated) | -21.6 | -0.788 | nt | -0.92 | -0.87 | 9.9 | 0.9 | 2.0% | 4.4
O=c1[nH]ncc2c3ccccc3n(Cc3ccccc3F)c12 | -22.5 | 0.276 | -1.8 | -0.493 | nt | 25.1 | 1 | 8.0% | 19.3
COc1ccc(OC)c(C(=O)COC(=O)c2c(OC)cccc2OC)c1 | -9.1 | 0.319 | 1.3 | -1 | 0.589 | -6.1 | 0.9 | 4.0% | 12.4
COc1ccc(-c2nnc(SCC(=O)NCc3ccco3)n2C)cc1 | nt | -0.215 | -5.9 | 0.559 | -0.376 | 5.1 | 0.9 | 8.0% | 7.3
O=C1CC(c2ccccc2)CC(O)=C1C=NCC1CCCO1 (configuration not stated) | -14.2 | -0.107 | -4.2 | 0.612 | 1.06 | -14.3 | 0.9 | 21.0% | 20.8
Cc1nccn1-c1c2c(c(C#N)c3nc4ccccc4n13)CCC2 | -5.3 | -0.488 | 2.8 | 0.531 | 0.109 | 6.7 | 0.9 | 5.0% | -1.2
Cn1c(NCc2cccc(Br)c2)nc2ccccc21 | 25.2 | 0.402 | 15.8 | -0.418 | -1.14 | -1.7 | 0.9 | 2.0% | 4.7
CN1C(=S)SC(N(O)C(=O)NC2CCCCC2)C1(C)C (configuration not stated) | -8.3 | -0.433 | 2.2 | -0.303 | 0.431 | -0.1 | 0.9 | 1.0% | 11.8
O=c1c2c(nc3n1CCCCC3)sc1c(O)cccc12 | 8.4 | -0.992 | 11.7 | 1.05 | -6.41* | -1.1 | 0.9 | 7.0% | 19.7
COc1cccc2cc(-c3nnc(SCC(=O)Nc4cc(C(F)(F)F)ccc4Cl)n3N)oc12 | -1.1 | -1.1 | 6.0 | 0.376 | 0.0548 | -0.9 | 0.9 | 4.0% | 10.6
O=C(c1ccccc1)c1ccccc1C(=O)N1CCCC1 | -7.1 | 0.0038 | 0.7 | -0.167 | -0.903 | -10.1 | 1 | 2.0% | 11.8
COCc1nnc(NC(=O)CCCOc2ccccc2)s1 | -5.1 | 0.0396 | -3.6 | 0.476 | 1.53 | -1.6 | 0.9 | 1.0% | 5.3
CCOC(=O)c1cccc(NC(=O)C(NS(=O)(=O)c2ccc3c(c2)CCN3C(C)=O)C(C)C)c1 (configuration not stated) | -18.8 | -0.114 | -3.9 | 0.195 | 0.573 | -4.6 | 0.9 | 6.0% | -8.7
CN1CCc2nc(NC(=O)c3cccc(S(=O)(=O)N4CCc5ccccc54)c3)sc2C1 | 0.2 | 1.44 | 1.2 | -1.3 | -0.896 | -2.6 | 1 | 2.0% | 2.7
CCN(CC)S(=O)(=O)c1ccc(C(=O)NCc2n[nH]c(=S)n2Cc2ccccc2)cc1 | -15.5 | nt | 0.2 | nt | nt | -3.6 | 0.9 | 8.0% | 7.6
CC1CC(C)CN(c2nc3c(c(=O)[nH]c(=O)n3C)n2CCCSc2nc3ccccc3s2)C1 (configuration not stated) | -14.2 | 0.747 | 0.1 | -0.324 | nt | -8.6 | 0.9 | 4.0% | 9.8
CCCCCCc1nc2ccccc2c(=O)n1N | -6.3 | 0.409 | 2.7 | 0.0413 | 1.24 | 32.0 | 0.9 | 5.0% | 3.5
Cc1cc(C(=O)CN2C(=O)C3CC=CCC3C2=O)c(C)n1-c1ccccc1 (configuration not stated) | 12.7 | -0.0649 | 9.8 | -0.775 | -3.63* | 25.1 | 0.9 | 3.0% | -33.4
CC(C)c1nnc(NC(=O)c2cnccn2)s1 | -8.3 | 0.021 | -13.6 | 0.519 | 1.49 | 50.7* | 0.9 | 4.0% | -13.0
COc1ccc(-c2c(C)n([O-])c(C)c(C)[n+]2=O)cc1OC | -16.0 | 0.74 | -5.0 | -1.12 | 0.272 | -3.2 | 0.9 | 6.0% | 7.6

2 of the compounds above, as labelled records:
COCc1nnc(NC(=O)CCCOc2ccccc2)s1
  tolC growth inh: -5.1 | M1 antag: 0.0396 | Jurkat viability: -3.6 | M1 agonist: 0.476 | D1 mod: 1.53 | SF1 activator: -1.6 | TNAP act DEA: 0.9 | NADH enzymes: 1.0% | HEK293 NFkB inh: 5.3

CCOC(=O)c1cccc(NC(=O)C(NS(=O)(=O)c2ccc3c(c2)CCN3C(C)=O)C(C)C)c1 (configuration not stated)
  tolC growth inh: -18.8 | M1 antag: -0.114 | Jurkat viability: -3.9 | M1 agonist: 0.195 | D1 mod: 0.573 | SF1 activator: -4.6 | TNAP act DEA: 0.9 | NADH enzymes: 6.0% | HEK293 NFkB inh: -8.7

Following part.
SMILES | tolC growth inh | M1 antag | Jurkat viability | M1 agonist | D1 mod | SF1 activator | TNAP act DEA | NADH enzymes | HEK293 NFkB inh
CC(NC(=O)Nc1cccnc1)(C(F)(F)F)C(F)(F)F | -2.2 | 0.0319 | nt | -1.36 | nt | 7.0 | 0.9 | 6.0% | nt
CCOC(=O)N1CCC2(O)CCCCC2C1c1ccc(F)cc1 (configuration not stated) | -6.8 | 0.122 | -1.9 | 0.17 | 0.592 | 14.1 | 0.9 | 3.0% | 4.9
CC(C)[C@H](NC(=O)NCCc1ccc(F)cc1)C(=O)O | -21.7 | -0.323 | 5.7 | -0.432 | -0.361 | 2.4 | 0.9 | 5.0% | -0.5
Cc1ccccc1NC(=O)CSc1[nH]c(=O)cc(C)c1C#N | 18.9 | -0.29 | -0.9 | -0.505 | -1.21 | -0.1 | 1.1 | 4.0% | 10.0
COc1ccccc1NC(=O)N1CCCC1C(=O)NCc1ccccc1 (configuration not stated) | -14.7 | -0.369 | 0.8 | -0.124 | 1.24 | -10.8 | 0.9 | 3.0% | 9.1
O=C1CN(C(=O)COC(=O)C23CC4CC(CC(O)(C4)C2)C3)c2ccccc2N1 | -5.6 | -0.246 | 9.2 | -1.09 | -0.349 | 0.3 | 0.9 | 5.0% | 21.0
c1cnc(Oc2ccc(-c3nnco3)cc2)cn1 | 9.3 | 0.522 | 1.7 | -0.28 | -0.587 | -14.0 | 0.9 | 2.0% | 14.0
CC(C)CCn1c(SCC(N)=O)nc2c1c(=O)n(C)c(=O)n2C | -14.3 | -0.129 | 1.7 | -0.59 | 1.43 | -10.7 | 0.9 | 2.0% | 9.0
COc1cc2c(cc1OC)C(c1ccncc1)CC(=O)N2 (configuration not stated) | 3.6 | 0.494 | -1.9 | 0 | 0.181 | 1.8 | 0.9 | 8.0% | -0.3
Cc1ccnc(N2CCC(C(=O)Nc3ccc(Oc4ccccc4)cc3)CC2)n1 | -19.1 | -0.603 | 0.8 | -1.68 | -0.397 | 7.5 | 0.9 | 10.0% | 15.4
Cc1ccc2c(c1)-c1c(cnn1CC(=O)O)CO2 | -26.5 | -0.541 | -0.9 | 0.311 | 1.52 | -14.9 | 0.9 | 6.0% | 10.1
COCCOC(=O)C(C#N)c1nc2ccccc2nc1N1CCN(Cc2ccccc2)CC1 (configuration not stated) | 7.7 | -2.71 | 2.2 | -0.329 | -1.99 | 3.3 | 0.8 | 10.0% | 16.4
O=C(Nc1ncc(Br)s1)C1CCCN1S(=O)(=O)c1cccc2cccnc12 (configuration not stated) | -6.5 | 0.00538 | 4.7 | -0.241 | 0.405 | -17.9 | 0.8 | 2.0% | 4.3
CCOC(=O)CSc1nnc(CNC(=O)c2cccc(C)c2)n1-c1ccccc1OC | -14.6 | 0.287 | 3.1 | 0.33 | 0.323 | -0.3 | 0.9 | 5.0% | 17.6
CCN(CC)CCNC(=O)c1ccccc1N | 9.0 | -0.173 | nt | -1.35 | nt | -2.5 | 0.9 | 3.0%[fluoresces] | nt
COC(=O)N1CC(=O)N(OC)C1c1ccc(Cl)cc1Cl (configuration not stated) | -4.7 | 0.322 | -2.0 | 1.22 | -0.136 | 1.5 | 1 | 3.0% | 7.9
COc1ccc(CN(C(=O)c2cccs2)c2nccs2)cc1OC | 2.3 | -0.0274 | 1.3 | -0.233 | 1.07 | 7.7 | 0.9 | 3.0% | 8.5
Cc1ccc2c(CC(=O)NCc3ccco3)coc2c1C | 14.3 | -0.636 | 68.6* | 1.4 | 0.418 | 23.2 | 0.9 | 4.0% | 13.8
COc1ccccc1NC(=O)N1CCCC1C(=O)NC1CCCCC1 (configuration not stated) | -12.8 | 0.257 | -1.9 | 0.324 | -0.144 | -7.5 | 0.9 | 12.0% | 3.6
O=C(C1CCCN1C(=O)c1cccs1)N1CCN(Cc2ccc3c(c2)OCO3)CC1 (configuration not stated) | -12.3 | -0.736 | -2.7 | 1.89 | -0.121 | 1.1 | 1 | 7.0% | 21.7
CCOC(=O)c1nnn(-c2ccccc2C#N)c1C | 0.8 | 0.000627 | -9.1 | -0.85 | -0.672 | 1.1 | 0.9 | 1.0% | 3.6
CCOc1ccc(C(=O)Nc2nnn(CC)n2)cc1 | -24.9 | -1.46 | 7.2 | 0.991 | -2.54 | 39.9 | 0.9 | 10.0% | -8.7
CCCCN(Cc1ccccc1)c1ncnc2nc[nH]c12 | 25.8 | 0.0173 | 11.0 | 0.224 | -1.66 | 35.0 | 1.2 | 7.0% | -8.8
